# From PubChem
# PglD DTNB = blocks C. jejuni PglD acetyltransferase activity; purified PglD enzyme, DTNB colorimetric CoA detection; 0.098% of 360,000 active; inhibition, % at 12.5 µM; in the data active = inhibition above about 16%, passing the limit was not always enough; note: strong numbers were not always called active
# PAX8 reporter = PAX8 transcriptional activity inhibition; 1.2% of 360,000 active; RMG-I TPO-luciferase reporter, SteadyGlo, 24 h; inhibition, % at 12.6 µM;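 active = mean replicate inhibition at least 60% with every replicate also reaching 60%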;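 note: luciferase light reporting Pax8 driven TPO promoter activity; plate controls were median of neutral control wells for no effect and mitoxantrone controls for full effect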
# FN deposition inh = fibronectin deposition inhibition; 0.086% of 350,000 active; AH1F fibroblasts, Alexa488-fibronectin deposition fluorescence, overnight; inhibition, % at 12.6 µM; AID 743247;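 active = mean inhibition across replicates of 30% or more, regardless of how many single replicates reach that level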;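 note: positive control wells lacked labelled fibronectin entirely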
#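 Assay system: AH1F fibroblasts assembling fluorescent fibronectin matrix; Amount: 10000 AH1F cells per well; Buffer or medium: DMEM, 2% serum; Probe or stimulus: Alexa488-fibronectin, 24 nM final in well; Doses: single compound dose, delivered by pin transfer; Incubation: 1 h adhesion, overnight exposure; Measured by: fluorescence 485/525 nm; Read-out: fibronectin deposition inhibition.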
# PGC1a acetyl inh = PGC1a acetylation modulation, inhibitor mode; 0.17% of 350,000 active; inhibition, % at 15.6 µM; U2OS PGC1a acetylation, AlphaScreen anti-acetyl-lysine; with virally co-expressed GCN5 acetyltransferase;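 active = every replicate shows inhibition of at least 40%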;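 note: 0% = neutral control wells and 100% = positive control wells; some results beyond the cut were filed as inactive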
# S100A4 inh HTS = inhibitors of human S100A4 binding to myosin IIA peptide | P26447 | S100A4/TAMRA-MyoIIA peptide fluorescence polarization | inhibition, % at 10.7 µM | 0.14% of 360,000 active;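 active = mean inhibition of at least 70% across replicates, with every replicate also reaching that level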
# Target sequence (P26447 whole entry, looked up): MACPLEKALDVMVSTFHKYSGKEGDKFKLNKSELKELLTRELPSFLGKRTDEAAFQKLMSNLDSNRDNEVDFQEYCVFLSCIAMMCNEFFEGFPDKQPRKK
#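 incubation = readout 5 min after mixing, signal stable up to 60 min | system = S100A4 monomer protein | buffer or medium = HEPES pH 7.2 with CaCl2, KCl, NaCl, DTT, Triton | benchmarks = neutral control DMSO, positive control TFP | also added = fluorescent myosin IIA peptide, 5 nM | compound dosing = one concentration per compound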
# EWS-Fli inh = inhibitors of EWS/Fli oncoprotein transcriptional activity; inhibition, % at 12.6 µM; 0.67% of 350,000 active; A673 NR0B1-luciferase reporter, viability-normalised; AID 651661;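 active = mean inhibition of at least 50% after viability correction, with every replicate also passing that limit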;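 note: firefly luciferase signal divided by Alamar Blue viability fluorescence both relative to DMSO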
# LGR2 antag = blocks bursicon-induced cAMP signaling via Drosophila LGR2; 0.35% of 380,000 active; AID 720647; inhibition, % at 9.99 µM; HEK293 LGR2, CRE-luciferase, bursicon-stimulated, 4 h;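 active = drop in luminescence signal, shown as inhibition above about 50% in the replicate tests, limit read from the data, passing the limit was not always enough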;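 note: agonist challenge used bursicon conditioned medium at about half maximal strength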
# ERAP1 HTS inh = ERAP1 (human) enzyme inhibition. Q9NZ08. 0.15% of 340,000 active. inhibition, % at 10.7 µM. recombinant ERAP1, Leu-AMC fluorescence, 60 min;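 active = mean replicate inhibition of at least 30%, or all replicates individually reaching that 30% level; inactive = mean below 30% and not every replicate reaching it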;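 note: 0% = neutral control wells and 100% = L-leucinethiol positive control wells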
# Target sequence (Q9NZ08 whole entry, looked up): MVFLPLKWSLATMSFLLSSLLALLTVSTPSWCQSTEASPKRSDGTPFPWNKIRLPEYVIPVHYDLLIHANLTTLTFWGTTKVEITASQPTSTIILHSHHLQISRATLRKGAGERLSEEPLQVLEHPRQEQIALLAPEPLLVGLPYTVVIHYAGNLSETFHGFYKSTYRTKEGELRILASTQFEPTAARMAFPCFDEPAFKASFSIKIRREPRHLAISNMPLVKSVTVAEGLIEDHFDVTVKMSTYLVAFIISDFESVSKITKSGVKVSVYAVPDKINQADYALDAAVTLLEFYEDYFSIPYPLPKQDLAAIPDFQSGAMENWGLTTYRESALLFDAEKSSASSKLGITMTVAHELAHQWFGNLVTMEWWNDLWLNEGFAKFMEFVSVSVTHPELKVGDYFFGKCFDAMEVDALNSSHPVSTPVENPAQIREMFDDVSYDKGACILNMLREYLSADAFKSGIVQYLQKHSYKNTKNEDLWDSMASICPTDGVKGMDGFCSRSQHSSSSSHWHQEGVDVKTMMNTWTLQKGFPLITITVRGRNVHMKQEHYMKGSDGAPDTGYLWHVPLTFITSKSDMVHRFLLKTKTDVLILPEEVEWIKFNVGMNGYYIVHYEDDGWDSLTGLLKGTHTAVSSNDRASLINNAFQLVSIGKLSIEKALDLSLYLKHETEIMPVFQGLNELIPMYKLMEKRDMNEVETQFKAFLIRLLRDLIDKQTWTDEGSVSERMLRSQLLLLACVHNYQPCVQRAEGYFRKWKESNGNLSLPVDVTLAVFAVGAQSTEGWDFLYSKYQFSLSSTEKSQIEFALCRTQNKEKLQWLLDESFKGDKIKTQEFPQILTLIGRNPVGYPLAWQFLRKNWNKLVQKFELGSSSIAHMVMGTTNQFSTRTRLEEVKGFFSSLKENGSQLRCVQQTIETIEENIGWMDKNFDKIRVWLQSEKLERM
# The depositor's hits bear a star; nt = no result given; & = joins results of further samples.
# Every second line gives: PglD DTNB, PAX8 reporter, FN deposition inh, PGC1a acetyl inh, S100A4 inh HTS, EWS-Fli inh, LGR2 antag, ERAP1 HTS inh
- COc1ccc(S(=O)(=O)Nc2ccc3c(c2)CC(=O)N([C@H](C)CO)C[C@H](C)[C@@H](CN(C)C(=O)Nc2ccc4c(c2)OCO4)O3)cc1
→ -1, 5, nt, 5, 8, 5, 1, 4
- O=C(Cc1ccc(Cl)cc1)Nc1ccc2c(c1)C(=O)NC2=O
→ nt, 8, -9, nt, 0, 0, -11, -2
- CSc1nnc2sc3cc(C)ccc3n12
→ 5, -34, -5, 2, -2, -4, -13, 0
- O=C(N[C@@H]1CC[C@@H](CCNC(=O)C2CCCCC2)O[C@H]1CO)c1ccncc1
→ 3, 0, -13, 1, 7, 1, 15, 0
- O=C1CSC(c2cccc(Cl)c2Cl)N1c1ccccn1 (centres undefined)
→ nt, 10, 6, -3, -8, -10, nt, 0
- CCCCN1C(=O)C2ON(c3ccccc3C)C(c3ccco3)C2C1=O (centres undefined)
→ -3, nt, nt, -4, -2, -6, 4, -2
- COC(=O)CN1C(=O)N(c2ccccc2)C(N(O)C(=O)Nc2ccccc2)C1(C)C (centres undefined)
→ -2, -37, 2, -2, nt, nt, nt, nt
- NC(=O)c1csc(C2OC(CO)C(O)C2O)n1 (centres undefined)
→ nt, -4, -3, nt, -4, -10, 13, 2
- C[C@@H]1CN([C@H](C)CO)C(=O)Cc2cc(NC(=O)Nc3cccc4ccccc34)ccc2O[C@H]1CN(C)Cc1ccccc1
→ 4, 9, nt, nt, -19, 3, -5, 1
- O=C(C[C@H]1C[C@H]2c3cc(NC(=O)c4ccc5c(c4)OCO5)ccc3O[C@H]2[C@@H](CO)O1)NCc1cccc(F)c1
→ 0, -44, 17, 0, 10, 0, 3, 2
- COc1cccc(S(=O)(=O)N(C)C[C@H]2OCc3cnnn3CCCC(=O)N([C@H](C)CO)C[C@@H]2C)c1
→ 4&0, -23&4&2, 3&-4, 4&8, 0&3, 2&0&7, 14&-9, 0&1
- CO[C@@H]1CN(C)C(=O)c2cc(NC(=O)C3CC3)ccc2OC[C@@H](C)N(CC2CC2)C[C@@H]1C
→ 0, 7, nt, -1, 9, 5, -25, 0
- CN(C)Cc1cc(C(C)(C)c2cc(CN(C)C)c(O)c(CN(C)C)c2)cc(CN(C)C)c1O
→ -1, 6, 1, 6, nt, nt, nt, nt
- COc1ccc(NC(=O)N2C[C@H]3[C@@H](c4ccccc42)[C@H](CO)N3Cc2ccccn2)cc1
→ 1, -7, 5, 6, -19, -2, 7, 0
- Cc1cccc(NC(=O)CSc2nc3nc(C)cc(C)n3n2)c1
→ 0, -7, 6, -8, 1, 0, 5, -4
- CC(C)(C)NC(=O)COC(=O)c1c2c(nc3ccccc13)CCC2
→ 0, 21, 3, nt, -7, 12, 6, 3
- Cc1ccc(-c2cnc(C(O)c3c(C)cccc3C)[nH]2)cc1 (centres undefined)
→ 0, -4, 1, nt, -1, -12, 6, 0
- COc1ccc(CN(C)C[C@H]2Oc3ccc(NC(=O)Nc4ccc(F)cc4)cc3CC(=O)N([C@@H](C)CO)C[C@@H]2C)cc1
→ 5, 23, nt, -2, -4, 3, 5, 1
- C[C@H](CO)N1C[C@H](C)[C@@H](CN(C)Cc2ccc3c(c2)OCO3)OCc2cnnn2CCCC1=O
→ -4&-3, -20&-7&-8, -7&-7, 3&-5&-2, 8&4, -3&-12&3, -1&9, -2&1
- COc1ccc(Cl)cc1NC(=O)C/C(C)=N/NC(=O)CC#N
→ 3, 4, 4, -19, nt, nt, nt, nt
- CCc1nc2ccccc2c(C(=O)OCC(=O)Nc2cccc(S(=O)(=O)NC3=NCCCCC3)c2)c1C
→ -3, 46, 2, -14, -1, 26, 42, 0
- CC(C)(C)c1ccc(C(=O)NNC(=O)c2ccc(Cl)cc2)cc1
→ nt, 10, 7, nt, 1, -3, -21, -4
- Fc1ccc(-c2nc(-c3cccs3)no2)cc1
→ nt, -86, 5, 3, -5, -75, -87, nt
- Cc1ccccc1C(=O)NNC(=O)c1ccoc1C
→ 2, nt, 6, 4, nt, nt, -21, nt
- Cc1c(CC(=O)NCCCCCC(=O)O)c(=O)oc2c(C)c3oc4c(c3cc12)CCCC4
→ -4, -7, -19, 7, -9, 9, 20, -5
- CCNC(=O)C(=O)NCCC1CCCCN1S(=O)(=O)c1cccs1 (centres undefined)
→ 2, 4, 4, -18, 28, 10, 8, 1
- COc1cc(C(=O)N2CCN(C3CCC(C)CC3)CC2)cc(OC)c1OC (centres undefined)
→ -3, -5, -1, 15, -4, 7, -13, -2
- C[C@H](CO)N1C[C@H](C)[C@@H](CN(C)Cc2ccncc2)OCCCC[C@H](C)Oc2ccc(NC(=O)NC3CCCCC3)cc2C1=O
→ 1, 6, 3, 11, 9, -2, -9, 2
- COc1cc(CC(=O)NNC(=O)c2cc(C)oc2C)cc(OC)c1OC
→ -1, 3, nt, -2, nt, nt, 0, nt
- Cc1ccc(Nc2nc(-c3ccncc3)nc3ccccc23)cc1
→ -4, 2, 3, -3, 0, 10, 13, nt

# Sorted by SMILES length (lowest first): some entries from above
# Every second line gives: PglD DTNB, PAX8 reporter, FN deposition inh, PGC1a acetyl inh, S100A4 inh HTS, EWS-Fli inh, LGR2 antag, ERAP1 HTS inh
- Cc1c(CC(=O)NCCCCCC(=O)O)c(=O)oc2c(C)c3oc4c(c3cc12)CCCC4
→ -4, -7, -19, 7, -9, 9, 20, -5
- C[C@H](CO)N1C[C@H](C)[C@@H](CN(C)Cc2ccc3c(c2)OCO3)OCc2cnnn2CCCC1=O
→ -4&-3, -20&-7&-8, -7&-7, 3&-5&-2, 8&4, -3&-12&3, -1&9, -2&1
- CO[C@@H]1CN(C)C(=O)c2cc(NC(=O)C3CC3)ccc2OC[C@@H](C)N(CC2CC2)C[C@@H]1C
→ 0, 7, nt, -1, 9, 5, -25, 0

# Some of these compounds in order of the ERAP1 HTS inh value, smallest number first:
SMILES	PglD DTNB	PGC1a acetyl inh	S100A4 inh HTS	LGR2 antag	ERAP1 HTS inh
CC(C)(C)c1ccc(C(=O)NNC(=O)c2ccc(Cl)cc2)cc1	nt	nt	1	-21	-4
O=C(Cc1ccc(Cl)cc1)Nc1ccc2c(c1)C(=O)NC2=O	nt	nt	0	-11	-2
CCc1nc2ccccc2c(C(=O)OCC(=O)Nc2cccc(S(=O)(=O)NC3=NCCCCC3)c2)c1C	-3	-14	-1	42	0
CCNC(=O)C(=O)NCCC1CCCCN1S(=O)(=O)c1cccs1 (centres undefined)	2	-18	28	8	1

# (cont.)
# Every second line gives: PglD DTNB, PAX8 reporter, FN deposition inh, PGC1a acetyl inh, S100A4 inh HTS, EWS-Fli inh, LGR2 antag, ERAP1 HTS inh
- Cc1ccc(OCCC(=O)N(CC(=O)Nc2ccccc2C(F)(F)F)Cc2ccco2)cc1
→ 4, 1, -13, -10, -13, 6, -11, -4
- COc1ccc(S(=O)(=O)Nc2ccc3c(c2)C(=O)N([C@@H](C)CO)C[C@H](C)[C@@H](CN(C)S(=O)(=O)c2ccc(OC)cc2)OCCCC[C@@H](C)O3)cc1
→ 0, 5, 7, 1, nt, -3, -9, nt
- CCCCn1c(N)c(N(CCC(C)C)C(=O)c2ccc(-c3ccc([N+](=O)[O-])cc3)o2)c(=O)[nH]c1=O
→ 2, -5, 0, nt, -4, 9, -7, -1
- CCCNC(=O)C1CC2Cn3c(nc4ccccc43)C2N1C (centres undefined)
→ 0, -17, 2, nt, 0, -5, 11, -3
- CC1(C)CC(=O)CC(=O)/C1=N\Nc1c(Cl)cc(Cl)cc1Cl
→ nt, 17, -4, nt, -3, 35, -28, 5
- O=C(NC1CCS(=O)(=O)C1)c1sc2ccccc2c1Cl (centres undefined)
→ nt, -11, 3, nt, 0, -6, 9, 2
- CC(=O)N1CCC(N(CCN2CCOCC2)C(=S)Nc2cc(C)cc(C)c2)CC1
→ 10, 4, 6, 0, -3, 1, -14, nt
- COc1ccccc1OCCNC(=O)C1CC(=O)N(c2ccccc2OC)C1 (centres undefined)
→ 3, -1, 0, 0, 0, -2, -2, -7
- CC(C)C#Cc1ccc2c(c1)O[C@@H](CN(C)C(=O)c1cccc(F)c1)[C@H](C)CN([C@@H](C)CO)S2(=O)=O
→ 3, nt, nt, -16, 0, 5, 11, 0
- CC(C)OC(=O)C(=O)NNc1ccccc1
→ -5, -2, nt, 13, 0, 1, 7, 5
- COc1ccc(/C=C/c2nc3ccccc3c(=O)n2-c2cccc(C(=O)O)c2)cc1
→ -3, -7, 0, 1, -19, 6, 0, -5
- CCCC12CN3CCN(CC(C3)/C1=N\NC(=O)c1ccccc1Cl)C2
→ nt, -7, nt, -6, -4, 2, -29, 6
- CC(C)CNC(=O)C(=O)NCC1OCCCN1S(=O)(=O)c1cccs1 (centres undefined)
→ -1, 10, nt, 2, -4, -4, -4, -3
- Cc1ccc(NC(=O)c2cccc(Oc3ccc([N+](=O)[O-])cc3)c2)c(C(=O)O)c1
→ -3, -2, -3, 13, -5, 2, 9, 3
- COc1ccc(NC(=O)N[C@H]2CC[C@H](CCNC(=O)c3cc(Cl)cc(Cl)c3)O[C@H]2CO)cc1
→ 2, -2, nt, 2, -34, 2, 24, -1
- O=C(Nc1ccc(F)cc1)Nc1csc2ccccc12
→ 9, -16, 9, -2, 0, -63, -23, -2
- CC(=O)N(C)c1ccc(NC(=O)Nc2cccc3ccccc23)cc1
→ 0, -112, 11, nt, 15, -59, -37, 1
- O=CN1CCN(C(=O)COc2ccc(Cl)cc2Br)CC1
→ nt, -4, -1, nt, 3, 16, -8, -1
- CC(C)(C)[S@@](=O)N1Cc2cc(C(=O)NCCN3CCCC3)nc(-c3cccc(-c4ccc(C#N)cc4)c3)c2[C@H]1CCO
→ 1, -10, 3, 4, -22, -6, 3, 2
- CSc1ccc(C2=C/C(=C3/SC(=S)NC3=O)c3ccccc3O2)cc1
→ 4, -18, -2, -1, -27, -7, -2, 2
- C[C@H](CO)N1C[C@H](C)[C@H](CN(C)CC2CC2)Oc2cc(C#Cc3ccccc3)ccc2S1(=O)=O
→ 4, nt, 8, -16, 2, 8, 0, -3
- CCOC(=O)C(NC(=O)Nc1ccc(C(N)=O)cc1)(c1ccccc1)C(F)(F)F (centres undefined)
→ -2, -13, 16, nt, nt, nt, -13, nt
- O=C(CSc1ccc2nnc(CCNC(=O)c3ccccc3)n2n1)Nc1ccc(F)cc1F
→ -1, nt, -1, 0, -4, nt, 10, 1
- COc1ccccc1OCCNC(=O)C(=O)c1c[nH]c2ccccc12
→ -2, 15, -2, 5, -1, -16, -12, 2
- O=C(O)CCCCCNCc1c(Cl)cccc1Cl
→ nt, 1, 2, -1, -7, 7, 12, nt
- Cc1ccc(SCCC(=O)NC(C)(C)C)cc1
→ 7, -93, -2, 7, nt, nt, nt, nt
- Cn1c(=O)c2c(Nc3ccc(F)cc3)cc(=O)n(-c3ccccc3)c2n(C)c1=O
→ 7, 7, -2, 8, -5, 4, 7, 0
- CCCn1c(-c2cccs2)nc2c1c(=O)[nH]c(=O)n2Cc1ccccc1
→ 1, 25, 1, 2, -6, 3, -13, 4
- CCCNC(=O)N1C[C@@H]2[C@H](c3ccccc31)[C@@H](CO)N2CC1CCCC1
→ 10, -16, nt, -7, -1, 6, 8, 1
- C[C@H](CO)N1C[C@H](C)[C@@H](CN(C)Cc2ccncc2)Oc2cc(-c3ccccc3F)ccc2S1(=O)=O
→ -2, nt, -3, -5, 6, 39, -10, 0
- CC(=O)S[C@@H]1CC2=CC(=O)CC[C@]2(C)[C@H]2CC[C@@]3(C)[C@@H](CC[C@@]34CCC(=O)O4)[C@H]12
→ 2, -20, -11, 20, 0, 5, nt, 0
- Cc1cc(C)n2nc(SCC(=O)N3CCC(C(=O)O)CC3)nc2n1
→ nt, -37, 0, nt, -1, 6, nt, 4
